# Screening data (PubChem BioAssay)
# Kir21 block: inhibitors of mouse Kir2.1 inward-rectifier potassium channel; HEK293-Kir2.1, FluxOR thallium flux fluorescence; active compounds read low; B-score at 10 µM; 310,000 tested, 0.85% active; AID 1672;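 active means fluorescence ratio B-score at or below minus 3 SD of library scores, with starting-brightness B-score within 2 SD, cut at about -4.2 in these data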;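 further: channel flux triggered by added potassium and thallium sulfate stimulus; B-score of peak minus minimum fluorescence over baseline after thallium stimulus; more negative B-score means stronger Kir2.1 block with less thallium influx; some compounds called inactive have numbers as strong as hits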
# Target sequence (P35561 whole entry, looked up): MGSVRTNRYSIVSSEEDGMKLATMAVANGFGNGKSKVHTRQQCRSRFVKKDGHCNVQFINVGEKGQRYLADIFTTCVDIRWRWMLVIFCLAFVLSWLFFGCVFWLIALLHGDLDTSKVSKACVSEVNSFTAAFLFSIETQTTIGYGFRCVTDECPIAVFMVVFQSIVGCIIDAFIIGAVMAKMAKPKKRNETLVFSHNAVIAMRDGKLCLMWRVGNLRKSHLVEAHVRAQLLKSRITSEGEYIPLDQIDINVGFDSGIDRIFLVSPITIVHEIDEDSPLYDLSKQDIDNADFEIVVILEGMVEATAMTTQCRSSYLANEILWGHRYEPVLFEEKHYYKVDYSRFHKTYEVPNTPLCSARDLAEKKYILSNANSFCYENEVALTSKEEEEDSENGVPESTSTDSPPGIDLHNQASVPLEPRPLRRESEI
# STK33 kinase inh: human STK33 kinase inhibition | purified STK33, MBP phosphorylation, ADP-Glo luminescence | Q9BYT3 | inhibition, % at 10 µM | 320,000 tested, 0.073% active;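 active means inhibition at or above 25%, using the most active replicate where run in duplicate; inactive means inhibition below 25%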
# Target sequence (Q9BYT3 whole entry, looked up): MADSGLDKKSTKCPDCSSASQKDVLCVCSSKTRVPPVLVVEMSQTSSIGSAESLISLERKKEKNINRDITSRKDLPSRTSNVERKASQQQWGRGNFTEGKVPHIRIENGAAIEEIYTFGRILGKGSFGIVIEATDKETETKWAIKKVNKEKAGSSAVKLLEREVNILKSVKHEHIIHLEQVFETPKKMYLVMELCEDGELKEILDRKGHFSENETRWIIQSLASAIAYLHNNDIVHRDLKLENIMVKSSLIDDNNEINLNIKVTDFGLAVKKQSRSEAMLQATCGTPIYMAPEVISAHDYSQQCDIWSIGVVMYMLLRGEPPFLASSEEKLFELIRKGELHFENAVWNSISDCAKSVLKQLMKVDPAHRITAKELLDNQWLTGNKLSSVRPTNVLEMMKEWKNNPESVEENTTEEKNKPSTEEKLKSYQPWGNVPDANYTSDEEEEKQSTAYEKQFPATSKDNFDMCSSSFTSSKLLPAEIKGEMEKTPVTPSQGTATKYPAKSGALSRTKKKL
# * marks the source's active call; other numbers are inactive results; · = not tested or not shown.
SMILES,Kir21 block,STK33 kinase inh
Cc1c(Cl)ccc2c1NC(=O)[C@]21N[C@@H](Cc2ccccc2)[C@H]2C(=O)N(c3ccc(F)cc3)C(=O)[C@H]21,0.18,-1.5
O=C(Nc1ccc2oc(-c3ccncc3)nc2c1)c1ccc2c(c1)OCCO2,0.64,-1.3
Cc1ccc(C#CC[N+]2(C)CCCCC2)cc1,-1.1,-0.9
O=C(COc1ccc(Cl)cc1Cl)OCC(=O)N1CCCc2ccccc21,0.97,0.3
COC(=O)c1ccc(CNC(=O)COC(=O)c2cc(Cl)ccc2O)cc1,·,-0.9
O=C(Nc1ccc(N2CCN(C(=O)c3ccco3)CC2)cc1)c1ccc(Br)cc1,0.91,-2.5
Cc1[nH]c2ccccc2c1C(c1ccncc1)N1CCC(C)CC1 (stereo not given),2.2,0.5
O=C(N/N=C/c1ccccc1[N+](=O)[O-])c1cccs1,-1.4,1.4
COc1ccc([N+](=O)[O-])cc1NC(=O)CC1SC(=Nc2cccc(C)c2C)N(/N=C/c2cccc(OC)c2OC)C1=O (stereo not given),0.05,-1.3
COc1ccc(C(=O)OCc2csc(C)n2)c(O)c1,0,0.0
Cc1cccc(-n2c(C)cc(/C=N\NC(=O)c3ccco3)c2C)c1,-1.1,-1.6
CCc1cc([N+](=O)[O-])cc(CC)c1N,0.08,-0.4
COc1ccc(-c2cn(CCO)c(-c3ccc(Cl)nc3)n2)cc1,·,-1.2
O=C(Nc1ccnn1C1CCN(Cc2ccc(Cl)cc2)CC1)C1CCCC1,1.3,-3.0
Cc1nn(-c2ccccc2)c(C)c1C(=O)OCC(=O)NC(=O)NC1CCCC1,0.78,-1.1
Cc1ccc(NC(=O)C2(NC(=O)c3cccc(N4C(=O)CSC4c4ccccc4)c3)CCCCC2)cc1 (stereo not given),-2.5,-3.4
CC(=O)c1c(C)[nH]c(C(=O)OCC(=O)Nc2cccnc2Cl)c1C,·,-0.4
N#Cc1ccc(OCC(=O)NN2Cc3ccccc3C2=N)cc1,-0.7,-2.6
Cc1oc2c(c1C(=O)N1CCC(C)CC1)C(=O)c1ccccc1C2=O,1.1,0.4
Cn1c(-c2ccc(F)cc2)cnc1SCC(=O)NCc1ccco1,-1.2,0.8
Cc1ccc(Sc2cc(N3CCOCC3)nc(-c3ccccc3)n2)cc1,-0.46,0.7
CC(C)n1c(Sc2nccn2C)nc2c1c(=O)n(C)c(=O)n2C,1.5,-2.1
Cc1ccc(-c2ccc([C@H]3[C@@H]4C=CCC[C@@]4(C)C(=O)N3Cc3ccccc3)c(F)c2)cc1,-0.67,-1.2
O=C(Nc1cccc(Cl)c1)Nc1cc(S(=O)(=O)N2CCOCC2)ccc1N1CCCC1,-0.01,-1.6
Cc1ccc(CSC2=Nc3ccccc3C3=NC(=O)CN23)cc1,1.2,-0.1
O=C(Cc1sc(-c2ccccc2)nc1-c1ccccc1)Nc1ccccc1,1.6,0.9
CCOc1ccccc1N1CCN(Cc2ccc(Br)s2)CC1,-0.23,-0.3
Cc1ccc(NC(=O)COC(=O)CCc2ccc(S(=O)(=O)N3CCOCC3)cc2)cc1C,0.01,0.0
O=C(NCc1n[nH]c(=S)n1-c1ccc(F)cc1)c1ccc(S(=O)(=O)N2CCOCC2)cc1,1.1,-0.3
COc1ccc(C2SCC(=O)N2CC23CC4CC(CC(C4)C2)C3)cc1 (stereo not given),0.26,-1.5
O=C(c1cc(-c2cccs2)on1)N1CCOCC1,-0.98,-0.7
CC1CN(C2CCN(S(=O)(=O)c3ccc(F)cc3)CC2)CC(C)O1 (stereo not given),-0.82,-1.4
CC(C)NC(=O)N(C)C[C@H]1Oc2ccc(NC(=O)Cn3cnnn3)cc2C(=O)N([C@H](C)CO)C[C@@H]1C,·,-1.2
Clc1cccc(Cl)c1Cn1nnc(-c2cccs2)n1,0.01,-0.8
O=C(CSc1nc2ccccc2c(=O)[nH]1)c1ccc(O)c(O)c1,-2.3,6.5
COc1ccc(C2(C)CC(=O)NC2=O)cc1 (stereo not given),-1,0.1
O=C(CNC(=S)N(Cc1ccccc1)Cc1ccccc1F)NCc1ccccc1,-1.7,-1.5
COc1cccc(NC(=O)c2ccc3c(c2)OCCO3)c1,2.4,·
CCCCN(CCCC)c1nc2ccccc2nc1C(C#N)C(=O)NCCCOC (stereo not given),-1.6,-1.0
CN1CCN(S(=O)(=O)c2ccc(NC(=O)c3ccccc3F)cc2)CC1,-0.03,-1.4
O=C(COC(=O)C1CCN(C(=O)c2ccc(Cl)cc2)CC1)Nc1ccccc1F,·,-2.4
COC(=O)c1c(-c2ccccc2)noc1-c1ccccc1,-0.71,-1.3
CC1CC(C)(C)NC(=S)N1CCC(=O)N1CCN(Cc2ccccc2)CC1 (stereo not given),-0.96,-1.2
Cc1ccc(NC(=O)COc2ccc(-n3cnnn3)cc2)cc1C,0.85,0.0
COCCn1c(-c2ccc(Cl)cc2)cnc1SCC(=O)NCc1cccs1,·,0.7
CCn1c(=S)[nH]c2nc3c(cc2c1=O)CCCC3,1,-3.2
COc1ccccc1OCC(=O)OCC(=O)Nc1ncc(Cl)cc1Cl,1.1,-0.4
CO/N=C(\CCC(=O)O)c1cccs1,0.91,-0.4
Cn1c(=O)c2ccccc2n(Cc2ccccc2Cl)c1=O,0.73,0.0
COc1ccc(CCNC(=O)c2ccc3nc[nH]c3c2)cc1,0.83,1.8
CC1CN(C(=O)COc2ccc3ccccc3c2Br)CC(C)O1 (stereo not given),-0.52,0.6
Cc1cc(C)n(C(=O)c2ccccc2[N+](=O)[O-])n1,-0.05,0.2
CS(=O)(=O)c1ccccc1C(=O)NCCC(c1ccccc1)c1ccccc1,-0.58,-1.3
CCOc1cc(C(N)=O)cc(Cl)c1OCC,0.51,-0.6
Cc1ccc(-c2ccc(S(=O)(=O)N3CCCC3)cc2)cc1,-0.79,-1.4
COc1cc(/C=N/NC(=O)CCN2CCN(Cc3ccccc3)CC2)cc(OC)c1OC,0.6,-0.2
COc1ccc(NS(=O)(=O)c2cc(NC(=O)c3cnccn3)ccc2N2CCCC2)cc1,0.69,-0.3
COC(=O)c1ccc(CSc2nnc(-c3c[nH]c4ccccc34)n2C)o1,-4,-0.4
Cc1ccc(NC(=O)CCOc2ccccc2)cc1,-0.41,0.0
CN(Cc1nc(Cc2cccc(F)c2)no1)CC1COCCO1 (stereo not given),1.1,-0.2

# The list continues.
SMILES,Kir21 block,STK33 kinase inh
O=C(CSc1ncc(-c2ccccc2)n1CC1CCCO1)N1CCCCC1 (stereo not given),-0.47,-1.3
O=C1c2ccccc2C(=O)C1c1ccccc1,-0.09,·
COC(=O)c1ccc(CN2CCN(Cc3ccccc3)C(CCO)C2)cc1 (stereo not given),-0.02,0.1
Cc1cc([N+](=O)[O-])nn1Cc1c(F)c(F)c(F)c(F)c1F,1.8,-1.9
CC(=O)N1CCN(c2ccc(S(=O)(=O)N3CCOCC3)cc2[N+](=O)[O-])CC1,·,-1.1
Cc1ccc(S(=O)(=O)C2(C(=O)Nc3ccc(F)cc3)CC2)cc1,-1.9,·
CCC(C(=O)Nc1cccc(C(F)(F)F)c1)c1ccccc1 (stereo not given),0.18,-2.1
Cc1ccc2cc3cc(C(=O)NCCC(C)C)oc3nc2c1,0.37,-0.5
Cc1[nH]nc2c1C1(CCC3(CC1)OCCO3)C(C#N)=C(N)O2,-0.59,1.1
Cc1cccc(N2CC(C(=O)Nc3ccc(N4CCOCC4)cc3)CC2=O)c1C (stereo not given),·,0.8
CCOc1ccc(N=C2NC(=O)SC2CC(=O)OC)cc1 (stereo not given),0.64,-1.1
N#CC1=C(N)Oc2cc(N)ccc2C1c1ccc(Cl)cc1 (stereo not given),0.09,-0.4

# 14 successive records already listed, quoted:
SMILES,Kir21 block,STK33 kinase inh
Cc1ccc(NC(=O)CCOc2ccccc2)cc1,-0.41,0.0
CN(Cc1nc(Cc2cccc(F)c2)no1)CC1COCCO1 (stereo not given),1.1,-0.2
O=C(CSc1ncc(-c2ccccc2)n1CC1CCCO1)N1CCCCC1 (stereo not given),-0.47,-1.3
O=C1c2ccccc2C(=O)C1c1ccccc1,-0.09,·
COC(=O)c1ccc(CN2CCN(Cc3ccccc3)C(CCO)C2)cc1 (stereo not given),-0.02,0.1
Cc1cc([N+](=O)[O-])nn1Cc1c(F)c(F)c(F)c(F)c1F,1.8,-1.9
CC(=O)N1CCN(c2ccc(S(=O)(=O)N3CCOCC3)cc2[N+](=O)[O-])CC1,·,-1.1
Cc1ccc(S(=O)(=O)C2(C(=O)Nc3ccc(F)cc3)CC2)cc1,-1.9,·
CCC(C(=O)Nc1cccc(C(F)(F)F)c1)c1ccccc1 (stereo not given),0.18,-2.1
Cc1ccc2cc3cc(C(=O)NCCC(C)C)oc3nc2c1,0.37,-0.5
Cc1[nH]nc2c1C1(CCC3(CC1)OCCO3)C(C#N)=C(N)O2,-0.59,1.1
Cc1cccc(N2CC(C(=O)Nc3ccc(N4CCOCC4)cc3)CC2=O)c1C (stereo not given),·,0.8
CCOc1ccc(N=C2NC(=O)SC2CC(=O)OC)cc1 (stereo not given),0.64,-1.1
N#CC1=C(N)Oc2cc(N)ccc2C1c1ccc(Cl)cc1 (stereo not given),0.09,-0.4

# (listing goes on)
SMILES,Kir21 block,STK33 kinase inh
FC(F)(F)c1cccc(N/N=C/c2ccccc2)c1,·,-0.8
Cn1cc(S(=O)(=O)N2CCC(C(N)=O)CC2)c(=O)n(C)c1=O,-0.3,-1.8
OCCN(Cc1ccccc1)Cc1ccc(Cl)cc1,-0.44,-1.3
CCN1CCN(c2cc(C)c3cc(NC(=O)c4cncc(Br)c4)ccc3n2)CC1,1.8,2.5
COc1cc(/C=N/NC(=O)c2cccc([N+](=O)[O-])c2)ccc1OC(=O)c1ccco1,-0.25,9.5
COc1ccc(Br)cc1S(=O)(=O)Nc1ncn[nH]1,0.96,0.4
Cc1onc(-c2ccccc2)c1C(=O)Nc1nnc(C(C)C)s1,0.4,-1.2
COc1ccc(C(=O)COC(=O)C(CC(C)C)N2C(=O)c3ccccc3C2=O)cc1 (stereo not given),-2,0.3
Cc1ccc(NC(=O)CS(=O)CC(=O)NC(C)CCc2ccco2)cc1Cl (stereo not given),0.91,-0.7
CCOc1c(Cl)cc(C(=O)NCCN2CCCCC2)cc1Cl,-0.94,1.6
CCC(C(=O)OC)n1cnc2scc(-c3ccc(C)cc3)c2c1=O (stereo not given),1.3,-1.0
CC(=O)c1cccc(NC(=O)N2CCC(C(=O)c3ccc(F)cc3)CC2)c1,0.47,-1.3
COc1cc(C(=O)O)nc(OC)n1,-0.19,-0.9
O=C1NC(=O)C(Cc2ccccc2)(c2cccnc2)N1 (stereo not given),0.98,-0.5
CCC1CCc2sc(C(=O)NC3CCN(Cc4ccccc4)CC3)cc2C1 (stereo not given),-1.4,-0.6
COc1ccc(Cl)cc1N(CC(=O)NC(C)(C)C)S(=O)(=O)c1ccc(C)c([N+](=O)[O-])c1,2.4,1.2
COc1ccc(C2C(C(C)=O)=C(O)C(=O)N2CCc2c[nH]c3ccccc23)cc1 (stereo not given),0.36,-0.8
CC(C)CCN1C(=O)c2ccc(-c3nc4ccccc4c(=O)o3)cc2C1=O,0.56,-2.2
COC(=O)CSc1cc(SCC(=O)OC)c(C#N)c(SCC(=O)OC)c1,1.3,0.3
C=CCN1C=C2C(=O)C(C)(OC(=O)C3CCCC3)C(=O)C=C2C=C1c1ccsc1 (stereo not given),0.77,1.0
O=C(/C=C/c1ccc([N+](=O)[O-])cc1)NCCc1ccccc1,-0.01,0.9
CCN(CC)c1cc(C)c2cc(NC(=O)c3ccccc3F)ccc2n1,-0.61,0.6
O=C(CC(c1ccccc1)c1cc(Br)ccc1O)NCCN1CCOCC1 (stereo not given),-2.9,-2.1
Cc1cc(C)c2nc(SCCc3ccccc3)nc(C)c2c1,0.89,-0.3
CN(CCC#N)c1ncnc2scc(-c3ccccc3)c12,-2.5,-0.1
COc1ccccc1CN1C(=O)c2cccc3cccc(c23)C1=O,-2.4,0.1
COC(=O)c1ccc(Oc2ccc(C(C)(C)C)cc2)c([N+](=O)[O-])c1,-0.24,-0.1
Cn1c(CCCNC(=O)c2cccs2)nc2ccccc21,1.2,-1.0
Fc1ccc2c(-c3cccc(C(F)(F)F)c3)c(-c3ccccc3)ncc2c1,·,0.1
Cc1ccc(OCCNC(=O)CCNS(=O)(=O)c2ccc(Br)cc2)cc1,0.26,-1.4
CCOC(=O)Cc1cnc(NC(=O)NC(C(=O)OCC)(c2ccccc2)C(F)(F)F)s1 (stereo not given),-0.22,0.7
COC(=O)NC1c2ccccc2Oc2ccc(C)cc21 (stereo not given),-0.41,-2.1
O=C(NCc1ccccc1)C(c1ccncc1)N(C(=O)c1csnn1)C1CC1 (stereo not given),-0.61,-3.2
OCCC1CN(Cc2cccc(-n3cccn3)c2)CCN1Cc1ccccc1 (stereo not given),-0.64,1.5
CC[N+]1=CN(c2ccccc2)C(C)=CC1(C)C,0.21,-0.5
COC(=O)C1=C(C(=O)OC)[C@@H]2N(C)c3ccccc3[C@@]23C[C@@H](CO)N(C(=O)c2cccs2)C3=N1,-1.2,0.7
CCCCCCC(c1c(C)n(C)n(-c2ccccc2)c1=O)c1c(C)n(C)n(-c2ccccc2)c1=O,-1.3,1.3
CS(=O)(=O)N(Cc1ccc(C(=O)N2CCc3ccccc3C2)cc1)c1ccccc1,1.2,-1.3
Cc1ccc(NC(=O)CC2S/C(=N/N=C3\CCCc4ccccc43)NC2=O)cc1 (stereo not given),1.5,-1.4
O=C1NC(c2cccc([N+](=O)[O-])c2)=CCN1c1ccccc1O,0.42,-0.3
CC(Oc1ccc(Cl)cc1Cl)C(=O)NCc1ccncc1 (stereo not given),-0.26,-0.6
Cc1cc(OCC(=O)NNC(=O)c2ccncc2)cc(C)c1Cl,-0.78,1.0
Cc1ccc(S(=O)(=O)NNC(=O)c2cc([N+](=O)[O-])c(C)c([N+](=O)[O-])c2)cc1,-1.2,-0.7
Cc1ccc(CNc2ncc(-c3ccc4c(c3)OCO4)n2C)cc1,-10*,-0.8
